KCNK9 inh: blocks the human KCNK9 two-pore domain potassium channel | Q9NPC2 | HEK293 KCNK9, FluxOR thallium flux fluorescence; hits give low values | B-score at 10 µM | 310,000 tested, 1.2% active | AID 488922;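 active = ratio B-score over 3 SD below the library mean, with starting fluorescence within 5 SD of its mean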;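 also: negative B-score means less thallium flux so channel inhibition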
Target sequence (Q9NPC2 whole entry, looked up, the tested form may be a part): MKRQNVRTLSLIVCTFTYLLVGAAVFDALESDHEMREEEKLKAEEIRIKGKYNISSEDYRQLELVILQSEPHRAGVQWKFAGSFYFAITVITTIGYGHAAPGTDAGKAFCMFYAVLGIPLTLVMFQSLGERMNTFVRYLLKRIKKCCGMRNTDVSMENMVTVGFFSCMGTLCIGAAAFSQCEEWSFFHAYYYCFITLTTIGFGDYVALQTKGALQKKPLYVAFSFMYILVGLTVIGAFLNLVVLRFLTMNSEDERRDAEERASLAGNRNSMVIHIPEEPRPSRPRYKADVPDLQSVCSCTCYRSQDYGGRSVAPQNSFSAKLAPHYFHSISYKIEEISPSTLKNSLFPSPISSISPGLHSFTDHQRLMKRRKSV
RGS4 pot: RGS4 potentiation or activation; 310,000 tested, 0.92% active; AID 463111; HEK293 M3R/inducible RGS4, carbachol calcium flux Fluo4; hits give low values; B-score at 10 µM;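 active = B-score of the integrated calcium signal more than 4 SD below the library mean, with starting fluorescence not abnormally high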;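 also: negative B-score means reduced calcium response which marks RGS4 activation or potentiation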
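Detection: kinetic calcium fluorescence imaging with Fluo4-AM dye, 2 µM / Material: HEK293 cells with stable M3R and inducible RGS4 / Schedule: recording 10 s baseline at 1 Hz, 100 s post-agonist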
TMEM16A inh: mouse TMEM16A channel inhibition, primary screen. Q8BHY3. HEK293 TMEM16A/YFP iodide influx fluorescence, ionomycin. normalized B-score (activity score, 25-100; higher = stronger inhibition) at 10 µM. 310,000 tested, 1.2% active. AID 588511;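 active = ratio plate-corrected score three or more library SD toward inhibition, starting fluorescence score within five deviations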;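 also: score derived from kinetic fluorescence span divided by baseline fluorescence per well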
hERG rescue: compounds protecting human hERG from proarrhythmic drug block; 310,000 tested, 0.51% active; CHO-hERG, FluxOR thallium flux, dofetilide IC70 present; activation (rescue from dofetilide block), less the hit threshold, % at 10 µM; Q12809; AID 1511;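 active = activation above the mean of controls blocked by dofetilide plus 5 SD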;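 also: thallium influx through hERG after potassium depolarization seen as dye fluorescence rise; in these data hits start at about 4.7%; inactives centre near -7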
MrgX1 allo act: allosterically activates human MrgX1 receptor signaling | Q96LB2 | MrgX1-HEK293, Fluo-4 calcium flux, FDSS; hits give high values | B-score at 10 µM | 310,000 tested, 0.63% active | AID 588675;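 active = plate-corrected calcium response at least 3 library SD above typical, normal starting fluorescence, not activating the receptor alone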;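 also: compound read alongside a low EC10 to EC30 dose of BAM8-22 agonist; peak minus trough fluorescence over baseline measured at the second addition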
MrgX1 ag: agonists of human MrgX1 receptor; MrgX1-HEK293 cells, Fluo-4 calcium fluorescence, agonist mode; hits give high values; 310,000 tested, 0.44% active; B-score at 10 µM; AID 588627; Q96LB2;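 active = calcium response B-score plate-corrected fluorescence ratio at least 3 library SD, with starting fluorescence B-score inside 5 SD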
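Material: MrgX1-expressing HEK293 cells / Dosing: compound as first of three additions / Incubation: overnight seeding, then 1 h dark dye loading / Signal: Fluo-4 NW calcium fluorescence / Evaluation: B-scored fluorescence response ratio / Benchmarks: positive and negative control wells on each plate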
KCNQ1 block: blocks the human KCNQ1 potassium channel; CHO-K1 KCNQ1, FluxOR thallium flux fluorescence; hits give high values; P51787; B-score at 10 µM; 310,000 tested, 1.3% active;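 active = compounds whose thallium flux B-score, printed positive for inhibition, exceeds three library SD while starting fluorescence stays within three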;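 also: channel opened by potassium depolarization with thallium stimulus after 20 min compound exposure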
Target sequence (P51787 whole entry, looked up): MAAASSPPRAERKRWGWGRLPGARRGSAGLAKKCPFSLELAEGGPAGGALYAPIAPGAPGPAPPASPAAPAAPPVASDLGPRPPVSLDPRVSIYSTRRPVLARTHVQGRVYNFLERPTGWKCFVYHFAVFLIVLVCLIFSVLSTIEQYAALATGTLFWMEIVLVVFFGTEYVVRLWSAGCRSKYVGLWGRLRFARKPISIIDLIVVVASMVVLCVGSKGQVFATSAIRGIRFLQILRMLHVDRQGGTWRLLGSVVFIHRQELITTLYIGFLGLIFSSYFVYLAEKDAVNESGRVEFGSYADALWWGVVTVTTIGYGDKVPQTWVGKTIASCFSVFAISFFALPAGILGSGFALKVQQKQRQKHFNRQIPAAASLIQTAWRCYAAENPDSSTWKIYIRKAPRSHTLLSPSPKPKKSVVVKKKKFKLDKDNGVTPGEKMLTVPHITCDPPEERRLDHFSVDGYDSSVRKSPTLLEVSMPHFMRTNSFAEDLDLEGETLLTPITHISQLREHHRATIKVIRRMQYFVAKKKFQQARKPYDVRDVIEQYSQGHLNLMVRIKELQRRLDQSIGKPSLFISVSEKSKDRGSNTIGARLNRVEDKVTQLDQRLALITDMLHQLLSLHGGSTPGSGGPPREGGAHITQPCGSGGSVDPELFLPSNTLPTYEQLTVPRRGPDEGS
TMEM16A act: activates or potentiates the mouse TMEM16A chloride channel; HEK293 TMEM16A/YFP-H148Q/I152L, iodide quench fluorescence; hits give low values; B-score at 10 µM; 340,000 tested, 0.3% active; AID 623877;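 active = fluorescence-ratio B-score plate-corrected deviation score at least 3 library SD below zero, with starting fluorescence score within 5 deviations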;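 also: channel opened by trigger with iodide after compound preincubation; score built on the fluorescence ratio of max minus min over baseline; more negative score means more quench and so TMEM16A activation or potentiation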
RGS4 block: inhibitors of human RGS4 | 310,000 tested, 0.45% active | P49798 | HEK293 M3R/RGS4 inducible, Fluo-4 calcium flux; hits give high values; triggered by carbachol at its EC20 | AID 463165 | B-score at 10 µM;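 active = B-score, a plate-corrected calcium signal, over three deviations above library mean, with baseline fluorescence within five deviations of library mean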;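 also: RGS4 expression induced by doxycycline in cells with stable M3 receptor; B-score is computed from the integrated fluorescence ratio over baseline after carbachol; higher B-score means a larger calcium signal and so more RGS4 inhibition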
KCNK3 inh: human KCNK3 channel inhibition, primary screen. O14649. CHO-KCNK3 thallium flux, FluxOR fluorescence; hits give low values. B-score at 10 µM. 340,000 tested, 0.84% active. AID 602410;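 active = B-score under library mean minus 4 SD, starting fluorescence ratio at most library mean plus 5 SD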;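 also: more negative B-score means stronger inhibition of thallium flux through KCNK3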
KCNQ1 act: potentiators or activators of human KCNQ1 potassium channel. P51787. CHO-K1 KCNQ1, thallium flux FluxOR fluorescence; hits give high values. B-score at 10 µM. 310,000 tested, 0.35% active;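 active = fluorescence ratio B-score, a plate-corrected score, at least three library SD, with initial intensity B-score within 5 SD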
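assay system = KCNQ1-transfected CHO-K1 cells | medium = assay buffer with matched DMSO | probe or stimulus = depolarizing K+/Tl+ stimulus, K2SO4 and Tl2SO4 each 12.5 mM in 5x stock | dosing = single dose | incubation = dye 90 min, compound 20 min, room temperature | detection = kinetic FluxOR fluorescence, 10 s baseline plus 110 s post-stimulus | evaluation = ratio B score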
* hit, by the source's call; i = inactive; x = no result given. Not a hit list; 6.3% or so of the library scored in one or more.

Below each compound – KCNK9 inh	RGS4 pot	TMEM16A inh	hERG rescue	MrgX1 allo act	MrgX1 ag	KCNQ1 block	TMEM16A act	RGS4 block	KCNK3 inh	KCNQ1 act
C/C(N)=C(/C#N)C(=O)CSc1cc(Cl)ccc1Cl
  i	i	i	-1	i	i	i	i	i	i	i
Cc1cccc(N2C(=O)CC(Sc3nc(C)cc(C)n3)C2=O)c1 (centres undefined)
  i	i	i	-7	i	i	i	i	i	i	i
O=C(NCCc1ccccc1)C(=O)Nc1ccc([N+](=O)[O-])cc1
  i	i	i	-19	i	i	i	i	i	i	i
CCOC(=O)N1CCC(Nc2c(-c3ccccc3)c(=O)c2=O)CC1
  i	i	i	-11	i	i	i	i	i	i	i
COc1ccc2c(c1)C(=O)C(=O)N2CC1COc2ccccc2O1 (centres undefined)
  i	i	i	-2	i	i	i	i	i	i	i
O=C(COc1ccccc1)Nc1nnc(-c2ccc3c(c2)CCCC3)o1
  i	i	i	-17	i	i	i	i	i	i	i
Cc1ccccc1NC(=O)C1CCCN(S(=O)(=O)c2cnc[nH]2)C1 (centres undefined)
  i	i	i	-1	i	i	i	i	i	i	i
C/C(=N\Nc1ccccn1)c1ccc(OC(F)F)cc1
  i	i	i	-17	i	i	i	i	i	i	i
COc1ccc(C(=O)O/N=C(\N)Cc2ccc(Cl)cc2)cc1OC
  i	i	i	-9	i	i	i	i	i	i	i
COCCCNCCCCOc1cccc(Br)c1
  i	i	i	0	i	i	i	i	i	i	i
CCC(C)NC(=O)c1cc2c(=O)n3ccccc3nc2s1 (centres undefined)
  i	i	i	-4	i	i	i	i	i	i	i
C/C(CC(=O)NCc1ccco1)=N\NC(=O)c1ccc(Cl)cc1Cl
  i	i	i	-10	i	i	i	i	i	i	i
Cc1cc(NC(=O)c2ccc3c(c2)C(=O)N(C2CCCCC2)C3=O)no1
  i	i	i	-1	i	i	i	i	i	i	i
CCc1nc(SCc2nnc(-c3ccc(C)cc3)o2)c2c(C)c(C)sc2n1
  i	i	i	-3	i	i	i	x	i	x	i
O=C1CC(c2ccc(Cl)cc2)CC(O)=C1C=NCCO (centres undefined)
  i	i	i	0	i	i	i	i	i	i	i
COc1ccc(NC(=O)/C=C/c2c(Cl)nc3ccccn23)cc1
  i	i	i	-7	i	i	i	i	i	i	i
COc1ccc(CCC(=O)N/N=C/c2ccc3c(c2)OCO3)cc1
  i	i	i	-12	i	i	i	i	i	i	i
COc1cccc(CNC(=O)c2cccnc2Sc2ccc(Cl)cc2)c1
  i	i	i	-12	i	i	i	i	i	i	i
COc1ccc(CNC(=O)c2c(C)oc3c2C(=O)c2ccccc2C3=O)cc1
  i	i	i	-12	i	i	i	i	i	i	i
CC(C)(C)[C@H]1C=C(C(N)=O)O[C@@H](OCCCCO)C1
  i	i	i	-3	i	i	i	i	i	i	i

Below each compound – KCNK9 inh	RGS4 pot	TMEM16A inh	hERG rescue	MrgX1 allo act	MrgX1 ag	KCNQ1 block	TMEM16A act	RGS4 block	KCNK3 inh	KCNQ1 act
CCOC(=O)c1c(CN2CCN(CCO)CC2)n(-c2ccccc2)c2cc(Br)c(O)cc12
  i	i	i	-12	i	i	i	i	i	i	i
CN1C(=O)/C(=C/c2cccc(Cl)c2)Sc2ccc(C(=O)N3CCOCC3)cc21
  i	i	i	-9	i	i	i	i	i	i	i
CN(C(=O)CN(c1ccccc1)S(=O)(=O)c1ccc(F)cc1)C1CCS(=O)(=O)C1 (centres undefined)
  i	i	i	-6	i	i	i	i	i	i	i
CCC1CCCCN1CCCNC(=O)C1CC(=O)N(CCc2ccccc2)C1 (centres undefined)
  i	i	i	-8	i	i	i	i	i	i	i
CC(=O)c1nn(-c2ccc(Cl)cc2)cc1C(=O)c1ccc(C)cc1
  i	i	i	-18	i	i	i	i	i	i	i
O=C(O)COCC(=O)NC1CCN(Cc2ccccc2)CC1
  i	i	i	-4	i	i	i	i	i	i	i
CCOC(=O)c1ccc2c(c1)nc(SCc1cn3ccsc3n1)n2CC
  i	i	i	-15	i	i	i	i	i	i	i
CCCCn1c(N)c(N(CC)C(=O)c2ccccc2C(F)(F)F)c(=O)[nH]c1=O
  i	i	i	-2	i	i	i	i	i	i	i
CCc1sc(C(=O)Nc2cccnc2)cc1Br
  i	i	i	-11	i	i	i	i	i	i	i
COc1ccc(-c2csc3ncnc(N4CCN(S(=O)(=O)c5cccc(C(F)(F)F)c5)CC4)c23)cc1
  -7.1*	i	i	-12	i	i	i	i	i	i	i
CCOC(=O)N1CCN(C(=O)CN(c2ccc(OC)c(OC)c2)S(C)(=O)=O)CC1
  i	i	i	-9	i	i	i	i	i	i	i
O=C(CCN1CCN(c2ccccc2F)CC1)Nc1ccccc1Cl
  i	i	i	-6	i	i	i	i	i	i	i
CCN(CC)CCSc1nc(O)c(-c2ccccc2)c(=O)n1-c1ccccc1
  i	i	i	-11	i	i	i	i	i	i	i
O=C(C1CCN(S(=O)(=O)c2ccccc2)CC1)N1CCOCC1
  i	i	i	-6	i	i	i	i	i	i	i
O=C(Cc1ccccc1)Nc1cc(C(=O)c2ccccc2)ccc1N1CCOCC1
  i	i	100*	-11	i	i	i	i	i	i	i
CC(=O)Nc1ccc(S(=O)(=O)N2CCC(C(=O)NCCC(=O)NCc3ccncc3)CC2)cc1
  i	i	i	-7	i	i	i	i	i	i	i
O=C(Nc1ccccc1)Nc1nnc(Cc2ccccc2F)s1
  i	i	i	-3	i	i	i	i	i	i	i
CN(C)CCCN(Cc1ccccc1)C(=S)Nc1cccc(C(F)(F)F)c1
  i	i	i	-10	i	i	i	i	i	i	i
Cn1c(=O)c(-c2ccccc2)nn2c3ccccc3nc12
  i	i	i	-11	i	i	i	i	i	i	i
CC(C)c1ccc(NC(=O)C2CCCN(S(=O)(=O)c3cccnc3)C2)cc1 (centres undefined)
  i	i	i	-8	i	i	i	i	i	i	i

Below each compound – KCNK9 inh	RGS4 pot	TMEM16A inh	hERG rescue	MrgX1 allo act	MrgX1 ag	KCNQ1 block	TMEM16A act	RGS4 block	KCNK3 inh	KCNQ1 act
COc1ccc(NC(=O)CSc2nnc(-c3ccccc3F)n2C2CC2)cc1S(N)(=O)=O
  i	i	i	-11	i	i	i	i	i	i	i
COc1ccc(C(CNC(=O)Cc2ccccc2Cl)N2CCCCC2)cc1 (centres undefined)
  i	i	i	-10	i	i	i	i	i	i	i
COc1ccc2[nH]c3c(=O)n(CCCC(=O)NC4CCC(C)CC4)c(=S)[nH]c3c2c1 (centres undefined)
  i	i	i	-1	i	i	i	i	i	i	i
CC(=O)c1ccc(NC(=S)NC(=O)/C=C/c2ccccc2)cc1
  i	i	i	-6	i	i	i	i	i	i	i
COc1ccccc1OCCSc1nc2ccccc2n1CC(N)=O
  i	i	i	1	i	i	i	i	i	i	i
O=C(Nc1nccs1)c1cnccn1
  i	i	i	-4	i	i	i	i	i	i	i
O=C(Nc1nnc(-c2ccco2)o1)c1ccc(Cl)s1
  i	i	i	-6	i	i	i	i	i	i	i
O=C(NCc1ccco1)C1CCCN1C(=O)Nc1ccccc1 (centres undefined)
  i	i	i	-7	i	i	i	i	i	i	i
COc1ccccc1N1C(=O)c2ccccc2NC1C(OC)OC (centres undefined)
  i	i	i	-4	i	i	i	i	i	i	i
Cc1ccc(OCC(=O)N2CCN(c3nnc(-c4ccc(C)cc4)c4ccccc34)CC2)cc1
  i	i	i	-14	i	i	i	i	i	i	i
COc1ccc(NC(=O)C2CCCN(c3ncccn3)C2)cc1 (centres undefined)
  i	i	i	-7	i	i	i	i	i	i	i
O=C(NC(=S)Nc1ccc2oc(-c3cccnc3)nc2c1)c1cccc(Cl)c1
  i	i	i	-3	i	i	i	i	i	i	i
O=C(O)CCN1C(=O)S/C(=C\c2cccnc2)C1=O
  i	i	i	-11	i	i	i	i	i	i	i
Cc1nc(-c2cccs2)sc1C(=O)O
  i	i	i	-15	i	i	i	i	i	i	i
O=C(CC(=O)NN=C1CCCC1)NCCc1ccccc1
  i	i	i	-9	i	i	i	i	i	i	i
O=C(CNc1cc(S(=O)(=O)N2CCOCC2)ccc1NCC1CCCO1)Nc1cccc(F)c1 (centres undefined)
  i	i	i	-4	i	i	i	i	i	i	i
CCN(CC(=O)N1CCOCC1)S(=O)(=O)c1ccc(F)cc1
  i	i	i	-3	i	i	i	i	i	i	i
CCn1c(SCC(=O)OCc2ccccc2)nc2c1c(=O)n(C)c(=O)n2C
  i	i	i	-10	i	i	i	i	i	i	i
CCn1ccnc1CN(C)Cc1cn[nH]c1-c1ccc(OC)c(F)c1
  i	i	i	-14	i	i	i	i	i	i	i
O/C(=C\c1nc2ccccc2[nH]1)c1cccs1
  i	i	i	-7	i	i	i	i	i	i	i

Below each compound – KCNK9 inh	RGS4 pot	TMEM16A inh	hERG rescue	MrgX1 allo act	MrgX1 ag	KCNQ1 block	TMEM16A act	RGS4 block	KCNK3 inh	KCNQ1 act
Cc1cc(N2CCC(C)CC2)nc(SCC(=O)c2ccccc2)n1
  i	i	i	-5	i	i	i	i	i	i	i
O=C(NO)c1ccccc1O
  i	i	i	-6	i	i	i	i	i	i	i
CC(C)(C)C(=O)Nc1ccc(N=Nc2ccccc2)cc1
  i	i	i	-12	i	i	i	i	i	i	i
COC(=O)c1c(NC(=O)CN2CCC3(O)CCCCC3C2c2ccc(F)cc2)sc(C)c1C (centres undefined)
  i	i	i	-10	i	i	i	i	i	i	i
COc1ccc(OC)c(/C=C2\N=C(c3ccccc3)OC2=O)c1
  i	-7.4*	i	-6	i	i	i	i	i	i	i
O=C(NC(=S)Nc1ccc(NC(=O)c2cccs2)cc1)c1ccc([N+](=O)[O-])cc1
  i	i	i	-4	i	i	i	i	i	i	i
O=C(c1ccc(S(=O)(=O)N2CCOCC2)cc1)N1CCN=C1SCc1cccnc1
  i	i	i	0	i	i	i	i	i	i	i
CCCCN(C)CCCNC(=O)/C=C1\Sc2ccccc2NC1=O
  i	i	i	-11	i	i	i	i	i	i	i
